Screening results deposited in PubChem BioAssay by several laboratories.
CHT PAM = CHT positive allosteric modulators, primary screen, cell-based, membrane potential dye, choline EC20. CHT-expressing cells; hits give high values; LV-AA mutant CHT in HEK293 cells. B-score at 10 µM. 310,000 tested, 0.49% active. AID 488977, 2010;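 active means initial fluorescence not abnormally high and integrated response B-score, plate-corrected, over 3 SD above library mean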
Target sequence (Q9GZV3 whole entry, looked up): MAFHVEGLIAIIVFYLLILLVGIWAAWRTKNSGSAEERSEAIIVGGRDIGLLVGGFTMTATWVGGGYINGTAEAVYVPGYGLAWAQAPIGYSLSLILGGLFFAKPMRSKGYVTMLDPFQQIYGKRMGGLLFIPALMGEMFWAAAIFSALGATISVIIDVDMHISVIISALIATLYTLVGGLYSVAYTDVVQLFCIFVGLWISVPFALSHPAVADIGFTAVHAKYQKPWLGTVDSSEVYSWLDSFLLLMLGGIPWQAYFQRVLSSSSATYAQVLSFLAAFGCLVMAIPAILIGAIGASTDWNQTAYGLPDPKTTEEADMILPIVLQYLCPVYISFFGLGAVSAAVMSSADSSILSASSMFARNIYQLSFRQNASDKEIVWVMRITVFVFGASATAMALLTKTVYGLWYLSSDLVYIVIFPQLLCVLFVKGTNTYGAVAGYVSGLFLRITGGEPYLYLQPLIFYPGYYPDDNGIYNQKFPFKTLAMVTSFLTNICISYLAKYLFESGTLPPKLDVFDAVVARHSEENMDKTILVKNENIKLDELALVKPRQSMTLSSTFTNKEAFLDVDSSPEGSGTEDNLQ
OX1R antag = OX1R (HCRTR1) antagonists, primary screen, fluorescence, CHO/OX1R cells, Fluo-8 calcium, orexin A | Orexin/Hypocretin receptor type 1 (Homo sapiens), O43613 | Fluo-8 calcium fluorescence | inhibition, % at 5 µM | 330,000 tested, 0.43% active | AID 434989, 2010;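 active means inhibition above its plate's threshold, mean inhibition of all tested compounds on the plate plus 3 SD, cut at about 37% in these data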;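 further: 0% = orexin A challenge wells and 100% = SB-334867-A antagonist wells; not every result past the cut was called active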
Target sequence (O43613 whole entry, looked up): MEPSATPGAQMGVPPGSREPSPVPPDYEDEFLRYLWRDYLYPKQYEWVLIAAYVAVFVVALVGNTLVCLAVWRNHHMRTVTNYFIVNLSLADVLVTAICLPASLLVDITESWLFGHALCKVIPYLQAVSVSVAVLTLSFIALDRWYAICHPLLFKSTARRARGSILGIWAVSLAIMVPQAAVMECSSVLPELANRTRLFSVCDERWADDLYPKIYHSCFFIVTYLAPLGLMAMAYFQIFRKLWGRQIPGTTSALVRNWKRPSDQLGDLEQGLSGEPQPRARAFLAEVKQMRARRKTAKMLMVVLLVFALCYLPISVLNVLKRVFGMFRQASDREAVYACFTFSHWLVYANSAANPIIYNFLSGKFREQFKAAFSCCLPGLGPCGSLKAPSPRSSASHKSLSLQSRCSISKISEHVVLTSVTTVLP
Active calls of the source: *; i = inactive; . = not tested or not shown. An excerpt; count on the stated rates, not on these rows.

Below each SMILES: CHT PAM, OX1R antag
CCCCCn1c(=O)c(C(=O)NCc2ccccc2Cl)c(O)c2ccccc21
  i, -14.1
CSC1=NP(=S)(SC)N(C)c2nc3n(c21)CCC3 (stereo not given)
  i, -16.0
CC(C)CCNC(=O)c1c(N)n(Cc2ccc3c(c2)OCO3)c2nc3ccccc3nc12
  i, -11.6
COC(=O)C1=C(c2c(C)noc2C)C[C@@H]2CC[C@H]1N2C(=O)NCc1ccc(F)cc1
  ., -24.6
c1cc2c(cc1CCNC1C3CC4CC(C3)CC1C4)OCO2 (stereo not given)
  i, -30.9
O=C(O)c1cc[c]([Hg][Cl])cc1
  i, -30.1
CN1OCC2Cn3c(nc4ccccc43)C21 (stereo not given)
  i, -4.6
CCC(=NCCc1c[nH]c2ccccc12)c1c(O)n(-c2ccc(C)cc2)c(=O)[nH]c1=O
  i, -21.6
CCOC(=O)C1(CCc2ccccc2)CCN(Cc2csc(C(C)=O)c2)CC1
  i, -29.1
O=C(COC(=O)Cc1ccccc1)Nc1ccc(Cl)cn1
  i, -8.8
COc1cc2c(cc1OC)C(C(=O)N1CCC3(CC1)OCCO3)C(c1ccccc1F)N(C)C2=O (stereo not given)
  i, -26.1
O=c1[nH]c(=S)[nH]c(O)c1N=Nc1cc2c(cc1[N+](=O)[O-])OCO2
  i, -6.3
O=C1/C(=C\c2ccncc2)N2CCC1CC2
  i, -1.3
O=c1cccc2n1CC1CNC[C@H]2C1
  i, -11.1
COc1ccc(-n2c(O)c(C=NCCN3CCN(C(C)=O)CC3)c(=O)[nH]c2=S)cc1
  i, -2.4
CCCCOC(=O)C1=C(N)OC2=C(C(=O)CC(C)(C)C2)[C@]12C(=O)N(C)c1ccccc12
  i, -5.1
COc1cccc(C(=O)C2CCCN(Cc3ccccn3)C2)c1 (stereo not given)
  i, -2.5
CC(C)N(CC#CCC1(O)c2ccccc2-c2ccccc21)C(C)C
  i, -18.3
Cc1ccc(N2C(=O)NC(=O)C3(Cc4ccccc4N4CCCC43)C2=O)cc1 (stereo not given)
  i, -12.1
Cn1cc[n+](C)c1P(=S)(c1ccccc1)c1ccccc1
  i, -3.0
CCOc1cc(CNC(C)C(O)c2ccccc2)cc(Cl)c1OCC (stereo not given)
  i, -30.6
C=C1CC[C@@]2(O)[C@H]3Cc4ccc(O)c5c4[C@@]2(CCN3CC2CC2)[C@H]1O5
  i, 10.8
COC(=O)C1=C(c2cccc(C#N)c2)C[C@@H]2CC[C@H]1N2C(=O)NC(C)C
  ., -1.0
Fc1ccc(C2N3CCCN23)cc1 (stereo not given)
  i, -14.3
Cc1ccc(N)c(C)c1
  ., -3.0
CC1(C)C[C@H]2C=C(C=O)[C@]3(C=O)C[C@]3(C)[C@H]2C1
  i, 39.6*
COc1ccc2c3c1OC1[C@H](O)CCC4[C@@H](C2)N(C)CC[C@]314 (stereo not given in full)
  ., -9.2
C/C(=N\N1CCCCCC1)c1c(O)n(-c2ccc(C)cc2)c(=O)[nH]c1=O
  i, -17.8
Cc1cc(NC(=O)COC(=O)c2c(C)nn(Cc3ccccc3Cl)c2C)no1
  i, -10.5
COC(=O)C1=C(c2ccc(OC)c(OC)c2)C[C@@H]2CC[C@H]1N2C(=O)N1CCOCC1
  ., -8.6
COc1ccc(CCNCc2ccc(OC)c(OC)c2OC)cc1
  i, -22.8
C/C=C1/CN2[C@@H]3C4CO[C@@H]3c3c([nH]c5cc(OC)ccc35)[C@@H]2CC14 (stereo not given in full)
  i, -6.5
Nc1ccc(C2(c3ccc(N)cc3)c3ccccc3-c3ccccc32)cc1
  i, 1.2
COc1cc(CN2CC=C(c3ccc(F)cc3)CC2)cc(OC)c1
  i, .
O=C1c2ccccc2C2(c3ccc(Cl)cc3)NCCN12 (stereo not given)
  i, -20.7
CN1CCN(c2ccc(C(F)(F)F)cc2N)CC1
  i, -5.2
O=C(Nc1cccc(OC(=O)N2CCOCC2)c1)N1CCOCC1
  i, -5.4
COc1ccccc1-n1c(O)c(/C=N/N2CCCCC2)c(=O)n(-c2ccccc2OC)c1=S
  i, -17.7
CC[C@H]1CN2CC[C@@]3(C(=O)Nc4ccccc43)[C@@H]2C[C@@H]1/C(=C\OC)C(=O)OC
  i, -4.9
COc1ccc(CC(C)Nc2cccc(F)c2)cc1 (stereo not given)
  i, -6.0

Part of the list above, field by field:
COc1ccc(CCNCc2ccc(OC)c(OC)c2OC)cc1
  CHT PAM: i; OX1R antag: -22.8

C/C=C1/CN2[C@@H]3C4CO[C@@H]3c3c([nH]c5cc(OC)ccc35)[C@@H]2CC14 (stereo not given in full)
  CHT PAM: i; OX1R antag: -6.5

Nc1ccc(C2(c3ccc(N)cc3)c3ccccc3-c3ccccc32)cc1
  CHT PAM: i; OX1R antag: 1.2

Further records follow.
Below each SMILES: CHT PAM, OX1R antag
CCN(CC)C(=O)c1ccc(NC(=O)CNC(C)c2cccc3ccccc23)cc1 (stereo not given)
  i, -14.1
COc1ccccc1N1CCN(Cc2cc(C)c(C)cc2O)CC1
  i, -33.0
COc1ccccc1OCCCn1cc(C=O)c2ccccc21
  i, -19.4
COC(=O)C1=C(c2ccc(-c3ccccc3)c(F)c2)C[C@@H]2CC[C@H]1N2C(=O)NC1CCCCC1
  ., -10.9
COc1c(C)cc(C(=O)C2CCCN(Cc3cccc(C)n3)C2)cc1C (stereo not given)
  i, -15.5
c1csc(CN2CCNCC2)c1
  i, -6.5
CC(C)=CCN1CC[C@@]2(C)c3cc(O)ccc3CC1C2C (stereo not given in full)
  ., 1.1
COc1ccc(CC2(CCc3ccncc3)C(=O)NC(=O)NC2=O)c(OC)c1
  i, -12.4
CC(C)(C)n1c(O)c(C=Nc2ccc3c(c2)CCC3)c(=O)[nH]c1=O
  i, -20.0
O=c1c2ccccc2nc(-c2ccoc2)n1-c1ccccc1Cl
  i, -21.1
CCC(=NC1CC1)c1c(O)n(C2CCCCC2)c(=O)[nH]c1=O
  i, -14.3
CSc1ccc(CN2CCN(C(=O)Cc3ccccc3)CC2)cc1
  i, -12.5
Cc1ccc(-c2nc3ccccc3c(=O)n2-c2cccnc2)cc1
  i, -18.0
OC12CCCCC1C(c1ccccc1)NCC2 (stereo not given)
  i, 4.1
COc1ccc(CCNCc2c(OC)ccc3ccccc23)cc1
  i, -11.5
Cc1nn(Cc2ccc(Cl)cc2Cl)c(Cl)c1C(=O)NC1CCCc2ccccc21 (stereo not given)
  i, -12.4
CN(C)C(Cc1ccc(C#N)cc1)C(=O)c1ccccc1 (stereo not given)
  i, -6.8
Cc1ccc(-c2nc(N(C)C3CCN(C)CC3)c3ccccc3n2)cc1
  i, 4.7
CNC(C)Cc1ccccc1Sc1ccc(O)cc1 (stereo not given)
  i, -0.2
Cc1nc2ccccc2c(=O)n1-c1ccc([N+](=O)[O-])cc1
  i, -14.3
CN1CCN(Cc2ccccc2Sc2ccccc2)CC1
  i, -21.4
COc1nc2ccccc2nc1N1CCN(C)CC1
  i, .
CNC(=O)Oc1ccc2ncccc2c1
  i, 12.1
CCOC(=O)N(CC)c1ccc(C(O)(C(=O)OC)C(F)(F)F)cc1 (stereo not given)
  i, -6.9
CCN(CC(=O)Nc1ccc(C#N)c(Cl)c1)CC(=O)NC(C)(C)C
  i, -16.1
OCCOCC#CCN1CCOCC1
  i, -6.9
CC1=CC(=O)NP(=O)(Oc2ccc3ccccc3c2)N1 (stereo not given)
  i, -2.3
O=S1(=O)N(Cc2ccc(F)cc2)CCCN1Cc1ccccc1Cl
  i, -20.2
Cn1c(C(=O)N2CCC3(CC2)OCCO3)cc2c(=O)n(C)c3ccccc3c21
  i, -21.1
CC1=NN(c2ccccc2)C(=O)C1/C=C1\C(=O)NC(=O)N(c2ccc(C)c(C)c2)C1=O (stereo not given)
  i, -21.1
O=C(O)c1ccc(NC(=O)N2C[C@H]3C[C@@H](C2)c2cccc(=O)n2C3)cc1
  i, -13.6
O=C(c1c[nH]c2ccc(S(=O)(=O)N3CCOCC3)cc2c1=O)N1CCC2(CC1)OCCO2
  i, -3.8
Cc1ccc2c(c1)CC1(CN2C)C(=O)NC(=O)N(C(C)C)C1=O (stereo not given)
  i, -12.0
O=c1cccc2n1CC1CC2CN(S(=O)(=O)c2cc(Cl)ccc2Cl)C1 (stereo not given)
  i, -10.0
COc1cc(/C=C2/C(=O)NC(=O)N(c3ccccc3)C2=O)ccc1O
  i, -6.5
Cc1nc2ccc(P(=O)(O)O)cc2s1
  i, -15.2
CCCCOC(=O)c1ccccc1C(=O)OCCCC
  ., -27.6
O=C1NC(=O)N(Cc2ccc(F)cc2)C(=O)/C1=C\C=C\c1ccco1
  i, 3.5
CCN(CCNc1ccc([N+](=O)[O-])c2cccnc12)S(=O)(=O)c1ccccc1
  i, -0.7
O=C1/C(=C/c2cccc([N+](=O)[O-])c2)N2CCC1CC2
  i, -9.4
CCOP(=O)(OCC)c1cccc(OP(=O)(c2cccc([N+](=O)[O-])c2)c2cccc([N+](=O)[O-])c2)c1
  i, -2.3
Cc1ccc(-n2c(O)c(C=NCCN3CCOCC3)c(=O)[nH]c2=O)cc1
  i, -2.0
COc1ccccc1N1CCN(C(CNC(=O)Oc2ccccc2)c2cccnc2)CC1 (stereo not given)
  i, -10.4
C#CC1(OC(=O)c2ccccc2)CC(C)N(C)CC1C (stereo not given)
  i, .
COC(=O)C1=C(c2ccc(OC(F)(F)F)cc2)C[C@@H]2CC[C@H]1N2C(=O)NCCOc1ccccc1Cl
  ., -19.4
COc1cccc(N=Cc2c(O)n(Cc3ccco3)c(=O)[nH]c2=O)c1
  i, -14.8
CCCCn1c(O)c(C(C)=NCCN2CCOCC2)c(=O)[nH]c1=O
  i, 4.9
CCC(=NCc1ccco1)c1c(O)n(-c2ccccc2C)c(=O)[nH]c1=O
  i, -9.9
CCOP(=O)(OCC)C1(O)C(=O)Nc2ccc(Br)cc21 (stereo not given)
  i, -3.4
O=C(CF)NC(Nc1cccc2cccnc12)C(Cl)(Cl)Cl (stereo not given)
  i, -25.1

Remaining list, next part.
Below each SMILES: CHT PAM, OX1R antag
O=C1NC(=O)N(c2cccc(Cl)c2)C(=O)/C1=C\c1ccc(Sc2nc3ccccc3[nH]2)o1
  i, 61.9*
Nc1ccc(Cl)cc1C(=O)c1ccccc1
  i, -12.7
CC1CCN(S(=O)(=O)c2ccc(NN=C(C#N)C#N)cc2)CC1
  i, 25.1
O=c1[nH]c(=S)n(Cc2ccc(F)cc2)c(O)c1C=NCc1cccnc1
  i, -12.9
COC(=O)C1=C(c2ccccc2OCc2ccccc2)C[C@@H]2CC[C@H]1N2C(=O)NCc1ccc(OC)c(OC)c1
  ., -6.4
COC(=O)C1=C(c2ccc(F)cc2OCc2ccccc2)C[C@@H]2CC[C@H]1N2C(=O)NCc1ccc(F)cc1
  ., -3.2
CCC(C)c1ccc(N2C(=O)NC(=O)/C(=C/c3cccn3CCOc3ccc(C)cc3)C2=O)cc1 (stereo not given)
  i, -7.9
CCOP(=O)(OCC)C(NC(=O)C(C)C)C(Cl)(Cl)Cl (stereo not given)
  i, 7.7
CC(C(=O)Nc1ccc(Br)cc1C(=O)c1ccccc1)N1CCOCC1 (stereo not given)
  i, -18.1
O=Cc1cn(Cc2cccc(F)c2)c2ccccc12
  i, 1.7
Oc1c(Br)cc(Br)cc1Oc1ccc(Br)cc1Br
  i, -4.9
COc1c(C)cc(C(=O)C2CCCN(Cc3cccc(O)c3)C2)cc1C (stereo not given)
  i, -0.6
COc1cc2c(cc1OC)C(C)NCC2 (stereo not given)
  i, -10.0
Cc1ccccc1-n1c(C)cc(/C=C2/C(=O)NC(=O)N(Cc3ccco3)C2=O)c1C
  i, -19.1
NC(N)=N/N=C/c1cn(-c2ccccc2)nc1-c1cccs1
  i, -1.9
COC(=O)C1=C(c2cccc(C#N)c2)C[C@@H]2CC[C@H]1N2C(=O)N1CCC(O)CC1
  ., -21.4
COc1ccc(-c2[nH]ncc2CNC(C)Cc2ccsc2)c(F)c1 (stereo not given)
  i, -13.8
O=[N+]([O-])c1cccc2c([N+](=O)[O-])cccc12
  ., -6.0
COC(=O)C1=C(c2ccccc2)C[C@@H]2CC[C@H]1N2C(=O)N1CCCCC1
  i, -11.2
O=c1[nH]c(=O)n(CCc2ccc(F)cc2)c(O)c1C=NCCCn1ccnc1
  i, -3.9
COc1cc(C(=S)N2CCOCC2)cc(OC)c1OC(=O)Cc1ccccc1
  i, -1.2
N/C(=N\N=C/c1ccc(-c2ccc(O)c(C(=O)O)c2)o1)N[N+](=O)[O-]
  i, 3.9
COc1nc2ccccc2c(=O)n1-c1ccc(Cl)cc1
  i, -16.5
CN(C)CC1CSCCC1(O)c1cccc(Cl)c1 (stereo not given)
  i, -1.8
CCOC(=O)c1ccc(N2C(=O)CC(N3CC=C(c4ccc(F)cc4)CC3)C2=O)cc1 (stereo not given)
  i, -6.0
CCn1ccnc1CN1CCCC(C(=O)c2cc(Cl)ccc2OC)C1 (stereo not given)
  i, -22.4
CN(C)C(=O)Oc1ccc(OC(=O)c2ccccc2)cc1
  i, 1.1
COC(=O)c1cn(C(=O)c2cccc3ccccc23)c2ccccc12
  i, -30.8
Cc1ccc(S(=O)(=O)N(C)N=O)cc1
  i, -0.3
O=c1cccc2n1CC1CC2CN(S(=O)(=O)c2ccc(F)cc2)C1 (stereo not given)
  i, -10.2
CNC(C)Cc1ccccc1 (stereo not given)
  ., -3.6
COC(=O)C1=C(c2ccc(F)cc2OCc2ccccc2)C[C@@H]2CC[C@H]1N2C(=O)NCc1ccc2c(c1)OCO2
  ., 18.2
Cc1c(C(=O)Nc2ccccc2)cc(-c2ccccc2)n1CCCN1CCOCC1
  i, -51.6
